aSyn 5UTR inh = 5' untranslated region of α-synuclein, MLPCN primary screen | alpha-synuclein 5'UTR reporter, inhibitor activity | inhibition, % (tested at 7.5 µM) | 300,000 tested, 0.82% active; in the data active means inhibition above about 60%;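 further: H4 neuroglioblastoma cells stably carrying SNCA 5'UTR luciferase fusion; 0% = DMSO wells and 100% = positive control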
MrgX1 antagonist = antagonists of human MrgX1 receptor; 310,000 tested, 1.3% active; AID 588676; Q96LB2; MRGX1-HEK293 calcium flux, Fluo-4, BAM8-22 antagonism; hits give low values; B-score at 10 µM;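 active means calcium-response B-score plate-corrected more than 3 library SD below zero, starting fluorescence within 5 deviations, no agonist response on first addition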;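 further: peak minus trough fluorescence over baseline after final BAM8-22 challenge near maximal dose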
KLF5 inh = suppresses KLF5 promoter-driven expression | 290,000 tested, 0.23% active | inhibition, % at 5 µM | DLD-1 KLF5 promoter-luciferase reporter, luminescence | AID 1700;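 active means inhibition above a per-plate limit of that plate's mean compound inhibition plus 3 SD, cut at about 60% in these data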;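 further: 0% = DMSO wells and 100% = LY294002 at 200 µM; higher means less KLF5 promoter-driven luciferase light; inactives centre near -14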
TRPC4 agonist = activators of mouse TRPC4 channel; Q9QUQ5; B-score at 10 µM; 310,000 tested, 0.49% active; HEK293 TRPC4beta/mu-opioid, Fluo4 calcium fluorescence; hits give high values;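 active means B-score above 5 SD of library B-scores, and initial fluorescence ratio not above library mean plus 5 SD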;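 further: positive B-score marks a calcium rise read as TRPC4 activation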
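System – HEK293 cells stably co-expressing mouse TRPC4beta and mu-opioid receptor · Signal – Fluo4 calcium-sensitive dye fluorescence, kinetic, 1 Hz baseline · Benchmarks – buffer (low) and maximal DAMGO (high) · Read-out – B score of integrated fluorescence ratio per well · Incubation – dye loading 45 min room temperature, 110 s kinetic read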
TRPC6 act = activates the mouse TRPC6 cation channel | 310,000 tested, 0.13% active | AID 2550 | Q61143 | HEK293-TRPC6 membrane potential dye fluorescence; hits give high values | B-score at 10 µM;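 active means B-score of the integrated fluorescence ratio above library mean plus 3 SD, and starting fluorescence ratio within library mean plus 5 SD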;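 further: higher score means more depolarization so channel activation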
Target sequence (Q61143 whole entry, looked up): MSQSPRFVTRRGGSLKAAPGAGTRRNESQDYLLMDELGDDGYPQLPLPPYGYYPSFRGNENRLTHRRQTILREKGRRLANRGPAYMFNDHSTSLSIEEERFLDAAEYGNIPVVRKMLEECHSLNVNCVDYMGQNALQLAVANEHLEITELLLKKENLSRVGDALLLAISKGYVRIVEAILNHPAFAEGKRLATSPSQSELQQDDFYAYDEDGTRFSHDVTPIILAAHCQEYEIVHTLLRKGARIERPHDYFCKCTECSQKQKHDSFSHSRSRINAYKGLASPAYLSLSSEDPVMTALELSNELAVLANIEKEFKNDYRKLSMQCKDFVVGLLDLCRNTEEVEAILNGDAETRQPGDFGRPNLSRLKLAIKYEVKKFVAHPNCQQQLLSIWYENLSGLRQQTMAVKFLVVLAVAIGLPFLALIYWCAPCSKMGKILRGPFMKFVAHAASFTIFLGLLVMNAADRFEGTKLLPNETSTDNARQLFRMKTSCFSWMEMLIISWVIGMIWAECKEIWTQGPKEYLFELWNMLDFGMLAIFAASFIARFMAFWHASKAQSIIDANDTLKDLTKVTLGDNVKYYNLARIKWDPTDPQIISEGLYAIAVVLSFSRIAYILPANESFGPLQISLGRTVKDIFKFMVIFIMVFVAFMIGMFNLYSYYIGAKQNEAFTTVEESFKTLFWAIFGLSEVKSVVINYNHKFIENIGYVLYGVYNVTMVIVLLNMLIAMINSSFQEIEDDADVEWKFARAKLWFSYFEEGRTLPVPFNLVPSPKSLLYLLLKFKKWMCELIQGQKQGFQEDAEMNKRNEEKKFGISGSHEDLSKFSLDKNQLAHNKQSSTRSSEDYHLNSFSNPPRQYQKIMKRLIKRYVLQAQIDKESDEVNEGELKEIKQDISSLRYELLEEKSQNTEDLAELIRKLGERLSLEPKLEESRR
HIF activator = HIF pathway transcriptional activation | activation, % at 7.5 µM (by protocol) | AID 1910 | 300,000 tested, 0.32% active | U2OS HRE-luciferase reporter, luminescence; normalized: DMSO 0%, desferrioxamine 100%;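 active means mean activation of at least 10% of the iron chelator positive control signal, with at least half of replicates also reaching 10%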
TRPC4 potent = allosterically enhances the mouse TRPC4 cation channel; B-score at 10 µM; HEK293 TRPC4beta/mu-opioid, DAMGO EC20, Fluo-4 Ca2+ flux; hits give high values; Q9QUQ5; 310,000 tested, 0.42% active;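 active means B-score of calcium response area above 5 SD of library B-scores, with initial fluorescence ratio within 5 SD of library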;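 further: B-score of integrated fluorescence ratio over time as area under calcium response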
TRPC6 inh = mouse TRPC6 channel inhibition; HEK293-TRPC6, membrane potential dye, ACh-evoked depolarization; hits give low values; B-score at 10 µM; 310,000 tested, 1.1% active;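 active means B-score under library mean minus 3 SD, initial fluorescence not abnormally high, positive integrated signal ratio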;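 further: B-score derived from integrated fluorescence ratio over the kinetic read; more negative B-score means stronger inhibition of depolarization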
SKKanGAS inh = SKKanGAS growth inhibition. AID 1662. 300,000 tested, 1.3% active. S. pyogenes SKKanGAS, kanamycin growth, BacTiter-Glo, 6 h. inhibition, % at 7.5 µM;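 active means mean replicate score, as percent of positive control median, at least 50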;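 further: strain carries kanamycin resistance gene driven by streptokinase promoter and grows in 40 µg/ml kanamycin; loss of luminescence reflects streptokinase promoter inhibition or plain growth inhibition; 0% = median of DMSO wells and 100% = positive control at its reference dose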
IEC-6 tox = kills IEC-6 intestinal cells in KLF5 counter-screen; 290,000 tested, 0.78% active; AID 1825; IEC-6 cytotoxicity, luminescence viability; inhibition, % at 5 µM; in the data active means inhibition above about 22%;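 further: 0% = plate median of test compound wells and 100% = cytotoxic reference compound wells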
TRPC4 inh = blocks the mouse TRPC4 cation channel; HEK293 TRPC4beta/mu-opioid, DAMGO-evoked Fluo4 calcium flux; hits give low values; B-score at 10 µM; 300,000 tested, 0.39% active; AID 2247;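 active means B-score over 3 SD under the library average, no early fluorescence shift, positive overall ratio signal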
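Assay system: HEK293 cells with stable TRPC4beta plus mu-opioid receptor expression; Probe or stimulus: DAMGO in two steps, submaximal then maximal; Dosing: single-point compound dosing; Measured by: Fluo4 calcium-dye fluorescence, kinetic read; Read-out basis: B score from integrated Fluo4 fluorescence ratio.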
An asterisk follows results filed as active.

For COC(=O)C1CCC(C)(C(=O)Nc2ccccc2)C1(C)C (stereo not drawn) the results were aSyn 5UTR inh 14, MrgX1 antagonist inactive, KLF5 inh 16, TRPC4 agonist inactive, TRPC6 act inactive, HIF activator -0.2, TRPC4 potent inactive, TRPC6 inh inactive, SKKanGAS inh -7, IEC-6 tox 0 and TRPC4 inh inactive.
Screening CC1CCC2(CC1)NC(=O)N(CC(=O)N1CCc3ccccc3C1)C2=O (stereo not drawn) returned aSyn 5UTR inh 13, MrgX1 antagonist inactive, KLF5 inh 24, TRPC4 agonist inactive, TRPC6 act inactive, HIF activator -0.5, TRPC4 potent inactive, TRPC6 inh inactive, SKKanGAS inh 0, IEC-6 tox -2 and TRPC4 inh inactive.
Screening COC(=O)C1=C(C)NC(C)=C(C(=O)OCC2CCCO2)C1c1cccc(Cl)c1 (stereo not drawn) returned aSyn 5UTR inh 4, MrgX1 antagonist inactive, KLF5 inh 4, TRPC4 agonist inactive, TRPC6 act inactive, HIF activator -0.3, TRPC4 potent inactive, TRPC6 inh inactive, SKKanGAS inh -1, IEC-6 tox -7 and TRPC4 inh inactive.
`CCN(CCCNC(=O)c1cc2c(-c3cccc(OC)c3)nn(C)c2s1)Cc1ccccc1` gave aSyn 5UTR inh -32, MrgX1 antagonist inactive, KLF5 inh 10, TRPC4 agonist inactive, TRPC6 act inactive, HIF activator -0.4, TRPC4 potent inactive, TRPC6 inh inactive, SKKanGAS inh 3, IEC-6 tox 14 and TRPC4 inh inactive.
Cc1ccc(C)c(CSCc2nc3ccccc3[nH]2)c1 was read as aSyn 5UTR inh 8, MrgX1 antagonist inactive, KLF5 inh 11, TRPC4 agonist inactive, TRPC6 act inactive, HIF activator -0.1, TRPC4 potent inactive, TRPC6 inh inactive, SKKanGAS inh 4, IEC-6 tox 6 and TRPC4 inh inactive.
NC(=O)C[C@@H]1N[C@]2(C(=O)Nc3ccccc32)[C@@H]2C(=O)N(c3cc(C(F)(F)F)ccc3Cl)C(=O)[C@H]12 was read as aSyn 5UTR inh -8, MrgX1 antagonist inactive, KLF5 inh -13, TRPC4 agonist inactive, TRPC6 act inactive, HIF activator -0.2, TRPC4 potent inactive, TRPC6 inh inactive, SKKanGAS inh -3, IEC-6 tox 2 and TRPC4 inh inactive.
`CS(=O)(=O)c1ccc2nc(N)sc2c1` gave aSyn 5UTR inh -12, MrgX1 antagonist inactive, KLF5 inh -4, TRPC4 agonist inactive, TRPC6 act inactive, HIF activator -0.1, TRPC4 potent inactive, TRPC6 inh inactive, SKKanGAS inh -2, IEC-6 tox -3 and TRPC4 inh inactive.
Cc1ccc(S(=O)(=O)c2ncccc2N)cc1 was read as aSyn 5UTR inh 6, MrgX1 antagonist inactive, KLF5 inh -20, TRPC4 agonist inactive, TRPC6 act inactive, HIF activator -1.3, TRPC4 potent inactive, TRPC6 inh inactive, SKKanGAS inh 4, IEC-6 tox -8 and TRPC4 inh inactive.
For COc1ccccc1C(=O)Nc1ccnn1C1CCN(C(=O)c2ccoc2)CC1 the results were aSyn 5UTR inh 12, MrgX1 antagonist -6*, KLF5 inh -24, TRPC4 agonist inactive, TRPC6 act inactive, HIF activator 0.0, TRPC4 potent inactive, TRPC6 inh inactive, SKKanGAS inh 7, IEC-6 tox -4 and TRPC4 inh inactive.
Screening COc1ccc(S(=O)(=O)NCC(c2cccnc2)N2CCN(C)CC2)cc1OC (stereo not drawn) returned aSyn 5UTR inh 4, MrgX1 antagonist inactive, KLF5 inh -24, TRPC4 agonist inactive, TRPC6 act inactive, HIF activator 0.3, TRPC4 potent inactive, TRPC6 inh inactive, SKKanGAS inh 0, IEC-6 tox -6 and TRPC4 inh inactive.
`CCOC(=O)/C(=C\C=C\c1ccccc1)NC(=O)c1ccccc1` gave aSyn 5UTR inh -6, MrgX1 antagonist inactive, KLF5 inh 1, TRPC4 agonist inactive, TRPC6 act inactive, HIF activator -2.7, TRPC4 potent inactive, TRPC6 inh inactive, SKKanGAS inh 5, IEC-6 tox 7 and TRPC4 inh inactive.
`COC(=O)c1ccc(C(=O)OCc2nc3cc4ccccc4cc3[nH]2)cc1` gave aSyn 5UTR inh 20, MrgX1 antagonist inactive, KLF5 inh -23, TRPC4 agonist inactive, TRPC6 act inactive, HIF activator 0.0, TRPC4 potent inactive, TRPC6 inh inactive, SKKanGAS inh 17, IEC-6 tox -2 and TRPC4 inh inactive.
`Cc1ccc(NS(=O)(=O)c2c(C(=O)N3CCOCC3)c(C)n(C)c2C)cc1` gave aSyn 5UTR inh 9, MrgX1 antagonist inactive, KLF5 inh -24, TRPC4 agonist inactive, TRPC6 act inactive, HIF activator 0.4, TRPC4 potent inactive, TRPC6 inh inactive, SKKanGAS inh -5, IEC-6 tox -6 and TRPC4 inh inactive.
O=C(O)C(CO)N=Cc1c(O)c2ccccc2oc1=O (stereo not drawn) was read as aSyn 5UTR inh 28, MrgX1 antagonist inactive, KLF5 inh -4, TRPC4 agonist inactive, TRPC6 act inactive, HIF activator -0.3, TRPC4 potent inactive, TRPC6 inh inactive, SKKanGAS inh 13, IEC-6 tox 5 and TRPC4 inh inactive.
For O=C(N/N=C/c1ccc(O)cc1)c1csc2c1CCCC2 the results were aSyn 5UTR inh -47, MrgX1 antagonist inactive, KLF5 inh -19, TRPC4 agonist inactive, TRPC6 act inactive, HIF activator 2.0, TRPC4 potent inactive, TRPC6 inh inactive, SKKanGAS inh -3, IEC-6 tox -2 and TRPC4 inh inactive.
Screening O=c1c2nnn(-c3ccc(Cl)cc3)c2ncn1Cc1ccccn1 returned aSyn 5UTR inh -32, MrgX1 antagonist inactive, KLF5 inh -33, TRPC4 agonist inactive, TRPC6 act inactive, HIF activator -1.0, TRPC4 potent inactive, TRPC6 inh inactive, SKKanGAS inh -6, IEC-6 tox 1 and TRPC4 inh inactive.
`CCCCn1c(SCC(=O)NC2CC(C)(C)NC(C)(C)C2)nc2cc(S(N)(=O)=O)ccc21` gave aSyn 5UTR inh 0, MrgX1 antagonist inactive, KLF5 inh -4, TRPC4 agonist inactive, TRPC6 act inactive, HIF activator -0.4, TRPC4 potent inactive, TRPC6 inh inactive, SKKanGAS inh -5, IEC-6 tox -2 and TRPC4 inh inactive.
COc1ccc(C2CN=NC23CCc2ccccc2C3=O)cc1 (stereo not drawn) was read as aSyn 5UTR inh -18, MrgX1 antagonist inactive, KLF5 inh -6, TRPC4 agonist inactive, TRPC6 act inactive, HIF activator 0.3, TRPC4 potent inactive, TRPC6 inh inactive, SKKanGAS inh -3, IEC-6 tox 5 and TRPC4 inh inactive.
Screening Cc1nn(-c2ccccc2)cc1C(=S)Nc1ccccc1 returned aSyn 5UTR inh -171, MrgX1 antagonist inactive, KLF5 inh -67, TRPC4 agonist inactive, TRPC6 act inactive, HIF activator 2.7, TRPC4 potent inactive, TRPC6 inh inactive, SKKanGAS inh -3, IEC-6 tox 0 and TRPC4 inh inactive.
Screening CCOC(=O)C1CCCN(CC(=O)Nc2c(C(=O)OC)[nH]c3ccc(Br)cc23)C1 (stereo not drawn) returned aSyn 5UTR inh 32, MrgX1 antagonist inactive, KLF5 inh -15, TRPC4 agonist inactive, TRPC6 act inactive, HIF activator 0.0, TRPC4 potent inactive, TRPC6 inh inactive, SKKanGAS inh 19 and IEC-6 tox -2.
Screening CC1C(=O)N(Cc2ccccc2)c2ccccc2N1C(=O)c1ccccc1 (stereo not drawn) returned aSyn 5UTR inh 10, MrgX1 antagonist inactive, KLF5 inh 7, TRPC4 agonist inactive, TRPC6 act inactive, HIF activator -0.8, TRPC4 potent inactive, TRPC6 inh inactive, SKKanGAS inh 3, IEC-6 tox 7 and TRPC4 inh inactive.
`O=C(CN1CCN(Cc2ccccc2)CC1)N1CCCCCC1` gave aSyn 5UTR inh 16, MrgX1 antagonist inactive, KLF5 inh -5, TRPC4 agonist inactive, TRPC6 act inactive, HIF activator -0.3, TRPC4 potent inactive, TRPC6 inh inactive, SKKanGAS inh -10, IEC-6 tox 8 and TRPC4 inh inactive.
COc1ccc(S(=O)(=O)N2CCCC(C(=O)NCCN3CCOCC3)C2)cc1C (stereo not drawn) was read as aSyn 5UTR inh -10, MrgX1 antagonist inactive, KLF5 inh -22, TRPC4 agonist inactive, TRPC6 act inactive, HIF activator 0.4, TRPC4 potent inactive, TRPC6 inh inactive, SKKanGAS inh -1, IEC-6 tox 3 and TRPC4 inh inactive.
For O=c1oc2ccccc2n1CSC1=NCCS1 the results were aSyn 5UTR inh -50, MrgX1 antagonist inactive, KLF5 inh 5, TRPC4 agonist inactive, TRPC6 act inactive, HIF activator 0.5, TRPC4 potent inactive, TRPC6 inh inactive, SKKanGAS inh 2, IEC-6 tox -4 and TRPC4 inh inactive.
For CCc1ccc(C(C)NC(=O)c2cccs2)cc1 (stereo not drawn) the results were aSyn 5UTR inh 21, MrgX1 antagonist inactive, TRPC4 agonist inactive, TRPC6 act inactive, HIF activator 0.4, TRPC4 potent inactive, TRPC6 inh inactive, SKKanGAS inh 2 and TRPC4 inh inactive.
`Cc1ccc(S(=O)(=O)Nc2cccc(CP(=O)(c3ccccc3)c3ccccc3)c2)cc1` gave aSyn 5UTR inh 16, MrgX1 antagonist inactive, KLF5 inh -24, TRPC4 agonist inactive, TRPC6 act inactive, HIF activator 0.1, TRPC4 potent inactive, TRPC6 inh inactive, SKKanGAS inh -2, IEC-6 tox -3 and TRPC4 inh inactive.
`C/C(=N\Nc1ccc(S(=O)(=O)Nc2ccccc2)cc1[N+](=O)[O-])c1ccc(N2CCOCC2)cc1` gave aSyn 5UTR inh 13, MrgX1 antagonist inactive, KLF5 inh -14, TRPC4 agonist inactive, TRPC6 act inactive, TRPC4 potent inactive, TRPC6 inh inactive, SKKanGAS inh 14, IEC-6 tox 6 and TRPC4 inh inactive.
For Cc1oc(-c2ccc(Cl)cc2)nc1CS(=O)CC(=O)NCCCN1CCCC(C)C1 (stereo not drawn) the results were aSyn 5UTR inh -91, MrgX1 antagonist inactive, KLF5 inh -46, TRPC4 agonist inactive, TRPC6 act inactive, HIF activator 3.5, TRPC4 potent inactive, TRPC6 inh inactive, SKKanGAS inh -5, IEC-6 tox 7 and TRPC4 inh inactive.
